Screening data as filed in PubChem.
Cneo AK release = causes C. neoformans cell lysis. adenylate kinase release luminescence, 4 h; normalised: neutral wells 0, clomiphene wells 100. lysis activity, % at 15 µM. 0.2% of 360,000 active;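 active = mean lysis activity across replicates of at least 80%, whatever share of replicates individually reach that level; inactive = mean lysis activity below 80%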
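Signal: Adenylate kinase release luminescence | Assay system: Log-phase Cryptococcus neoformans yeast cells | Input: Cells at 5 × 10^6 per mL | Buffer or medium: Fresh YPD growth medium | Compound: Single dose | Schedule: Static 4 h at 37 °C with compound, 1 h detection | Controls: Clomiphene | Read-out: Luminescence rise reflecting yeast cell lysis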
C2C12 statin = suppressors of simvastatin-induced myotoxicity in C2C12 myotubes | ATP luminescence, 48 h; scaled: DMSO 0, geranylgeraniol control 100 | rescue of ATP level, % at 7.49 µM | 0.78% of 330,000 active | AID 602340;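 active = mean ATP rescue above about 67%, or every replicate alone reaching that limit, limit read from the data, passing the limit was not always enough; inconclusive = no clear call, values can overlap the other calls; inactive = mean under the limit and some replicate under it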;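 note: myotubes were challenged with 10 µM simvastatin during compound exposure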
SIRT5 inh = blocks human SIRT5 desuccinylation of peptide; Q9NXA8; AID 652115; Purified SirT5, succinyl-peptide AMC, trypsin-coupled fluorescence; 1.1% of 330,000 active; inhibition, % at 15 µM; in the data active = inhibition above about 15%; inconclusive = no clear call, values can overlap the other calls
Target sequence (Q9NXA8 whole entry, looked up): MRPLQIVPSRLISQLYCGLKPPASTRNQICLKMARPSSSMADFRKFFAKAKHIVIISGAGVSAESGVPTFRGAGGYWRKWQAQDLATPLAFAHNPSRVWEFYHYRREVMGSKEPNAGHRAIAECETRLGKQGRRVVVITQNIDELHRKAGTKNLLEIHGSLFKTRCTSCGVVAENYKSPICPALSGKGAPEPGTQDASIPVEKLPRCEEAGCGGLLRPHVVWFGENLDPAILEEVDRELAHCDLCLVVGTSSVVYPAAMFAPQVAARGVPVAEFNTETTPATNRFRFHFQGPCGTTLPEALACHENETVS
miR122 inh = inhibitors of miR-122 in Huh7 cells | AID 602342 | activation (reporter increase), % at 12.5 µM | Huh7 miR-122 Renilla luciferase sensor, 48 h; neutral wells = 0, positive control = 100 | 0.3% of 340,000 active;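 active = mean replicate activation score at least 90 and every replicate individually at or above 90; inconclusive = only one of the two criteria met; inactive = neither criterion met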;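 note: higher luciferase means less miR-122 activity so hits act as miR-122 inhibitors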
ARNT-TACC3 inh = disruptors of human ARNT/TACC3 interaction. 0.66% of 390,000 active. AlphaScreen His-ARNT PAS-B/GST-TACC3 binding, luminescence; TACC3 fragment carries E629A point mutation. Q9Y6A5. AID 623870. inhibition, % at 9.99 µM;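 active = mean inhibition of replicates at least 50% and at least half of replicates each reaching 50%; inconclusive = half or more replicates reach 50% but mean below 50%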;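 note: 0% = complete ARNT plus TACC3 wells and 100% = ARNT alone without TACC3; many hits fall short of the cut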
esBAF inh = blocks esBAF chromatin remodeling in mouse ES cells; Bmi1-luciferase knock-in reporter, 24 h; 100% = twice the neutral-well signal; AID 602393; 2% of 350,000 active; reporter increase, % at 12.5 µM; in the data active = activation above about 40%; inconclusive = no clear call, values can overlap the other calls;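 note: 0% = median of the plate's neutral control wells and 100% = double that signal; a rise in the Bmi1 reporter signal indicates esBAF inhibition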
ERp5 block = blocks human ERp5 reductase activity on insulin; ERp5 insulin aggregation, absorbance 650 nm, 90 min; inhibition, % at 9.99 µM; 0.05% of 350,000 active; AID 651711;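 active = mean replicate inhibition above about 25%, with every replicate also reaching it, limit read from the data, passing the limit was not always enough; inconclusive = only one of those two criteria met; inactive = neither criterion met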
Target sequence (Q15084 whole entry, looked up): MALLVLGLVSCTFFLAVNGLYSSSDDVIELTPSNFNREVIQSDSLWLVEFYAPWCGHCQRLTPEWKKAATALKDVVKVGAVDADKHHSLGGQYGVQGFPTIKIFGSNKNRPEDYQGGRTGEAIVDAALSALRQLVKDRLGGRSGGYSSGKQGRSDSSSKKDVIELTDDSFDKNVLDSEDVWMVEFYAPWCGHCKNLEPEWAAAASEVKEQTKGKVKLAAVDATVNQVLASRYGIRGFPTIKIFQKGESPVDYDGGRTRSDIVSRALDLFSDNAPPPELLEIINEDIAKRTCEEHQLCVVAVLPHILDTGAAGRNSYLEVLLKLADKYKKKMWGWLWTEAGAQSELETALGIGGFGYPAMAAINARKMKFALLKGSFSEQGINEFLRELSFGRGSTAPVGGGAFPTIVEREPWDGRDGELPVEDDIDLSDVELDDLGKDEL
An asterisk follows results filed as active; u = inconclusive; x = not tested or not shown; [ ] = another dose, or the depositor's remark.

Second line of a record – Cneo AK release	C2C12 statin	SIRT5 inh	miR122 inh	ARNT-TACC3 inh	esBAF inh	ERp5 block
1: Cc1cccc(CSc2ccc3nnc(-c4ccccn4)n3n2)c1
    x	x	-0.2	x	27.0	x	-0.2
2: COc1ccc(NC(=O)N(C)C[C@@H]2Oc3ccc(NC(=O)Nc4ccc(F)cc4)cc3CC(=O)N([C@H](C)CO)C[C@@H]2C)cc1
    2.7	-12.8	1.2	-1.7[16.7 µM]	-6.8	1.7	-1.8
3: O=C(NCc1ccc2c(c1)OCO2)c1ccc(CS(=O)Cc2ccc(Cl)cc2)o1 (stereo unspecified)
    -1.9	18.8	-1.1	-11.1	5.9	-1.9	-15.1
4: O=C(C[C@H]1C[C@H]2c3cc(NS(=O)(=O)c4ccc(F)cc4)ccc3O[C@H]2[C@H](CO)O1)NCc1ccccc1
    -2.5	5.6	-3.6	-7.1[16.7 µM]	-2.4	-40.0	6.0
5: Cc1cc(C(=O)CSc2nnnn2C)c(C)n1-c1cccc(F)c1
    -0.2	11.5	x	-2.7	8.7	16.6	x
6: O=C(N/N=C/c1c[nH]c2ccccc12)c1cc(-c2ccc3ccccc3c2)n[nH]1
    x	x	-1.8	x	14.4	x	-12.7
7: CCOc1ccc(NC2OCC(O)C(O)C2O)c([N+](=O)[O-])c1 (stereo unspecified)
    x	x	-2.2	x	-4.8	x	-7.1
8: COc1ccc(C(NC(=O)C2CCN(CCc3ccccc3)CC2)c2ccccn2)cc1 (stereo unspecified)
    0.8	7.6	15.2*	-1.6	x	2.9	10.8
9: COc1ccccc1NC(=S)NCC1CCCO1 (stereo unspecified)
    2.0	x	0.6	9.3	-3.3	x	0.5
10: COc1ccc(C(C(=O)NCc2ccc(F)cc2)N(Cc2cccnc2)C(=O)c2snc(C(N)=O)c2N)cc1 (stereo unspecified)
    1.4	-6.1	3.8	-0.8	-1.8	0.1	-8.0
11: CCCC#Cc1ccc2c(c1)O[C@H](CN(C)C(=O)c1ccccn1)[C@H](C)CN([C@H](C)CO)S2(=O)=O
    -0.4	1.7	5.9	-3.0[16.7 µM]	x	-2.0	-5.0
12: N#Cc1ccc(S(=O)(=O)N2CCN(CC(=O)NCC3(N4CCOCC4)CCCCC3)CC2)cc1
    x	-1.1	0.3	x	x	-7.8	-8.1
13: N#C/C(=C/c1ccc(OCc2ccc(C(=O)O)cc2)c(Br)c1)c1cccc(F)c1
    x	9.7	-2.8	-5.2	7.6	-4.2	9.7
14: COc1ccc(S(=O)(=O)c2c(N)n(Cc3ccco3)c3nc4ccccc4nc23)cc1
    3.6	x	x	35.0	-21.2	8.7	x
15: O=C(Cn1nnc(-c2ccc(CN3CCOCC3)cc2)n1)N1CCCc2ccccc21
    1.8	0.5	x	3.0	5.5	5.0	x
16: CC(C)c1ccc(NC(=O)C(=O)c2cn(CC(=O)N3CCCCC3)c3ccccc23)cc1
    12.0	-69.8	-2.9	-3.4	x	-1.3	5.1
17: CC(C)CN(CCCNC(=O)CN1C(=O)CSc2ccc(S(=O)(=O)N3CCOCC3)cc21)CC(C)C
    x	x	-1.7	x	-3.0	x	5.7
18: O=C(/C=C/c1ccc(Cl)cc1)Nc1ccc(CN2CCOCC2)cc1
    x	x	1.0	x	3.5	x	0.2
19: CCC1SC(C)C/C(=N/NC(N)=O)C1C (stereo unspecified)
    0.4	-0.4	-3.7	6.4	-2.3	-5.1	2.5
20: Cc1nn(C(=O)c2ccco2)c(C)c1CN1C(=O)c2ccccc2C1=O
    -0.2	4.8	x	7.6	-5.4	0.3	x
21: O=C(C[C@@H]1C[C@@H]2c3cc(NC(=O)c4ccc5c(c4)OCO5)ccc3O[C@@H]2[C@H](CO)O1)NCCc1ccccc1
    -3.7	3.2	-2.3	0.4[16.7 µM]	-3.8	-2.4	1.3
22: CCC(=O)NC[C@@H]1[C@H](c2ccccc2)[C@@H](CO)N1C(=O)C1CC1
    -2.7	2.9	-1.3	6.2[16.7 µM]	-4.1	5.8	-3.4
23: CN(C(=O)c1ccco1)c1nc(-c2ccccc2)cs1
    -1.9	-2.8	-1.7	-2.5	0.6	44.2*	1.3
24: NC(=O)c1oc2ccccc2c1NC(=O)c1ccc([N+](=O)[O-])o1
    0.3	21.0	-8.1	-2.9	2.8	-14.2	4.2
25: C[C@@H]1CCCCO[C@@H](CN(C)CC2CCCCC2)[C@H](C)CN([C@H](C)CO)C(=O)c2cc(NC(=O)c3ccccc3)ccc2O1
    52.5	x	-1.3	-14.9[16.7 µM]	7.4	-5.8	-7.2
26: COc1ccc(CNC(=O)C[C@H]2C[C@H](C(=O)N3CCCCC3)[C@@]3(CCc4ccccc4)c4[nH]c5ccc(Cl)cc5c4CCN3C2=O)cc1OC
    -0.9	4.1	1.9	-5.0	2.4	7.9	-2.8
27: O=C(CNC(=O)c1ccccc1)Nc1cccc(C(F)(F)F)c1
    -0.7	x	x	2.3	-0.3	x	x
28: CN(CC(=O)Nc1cc(S(=O)(=O)N2CCCC2)ccc1Cl)Cc1ccc2c(c1)OCO2
    -4.4	-13.0	13.3	x	-0.2	-35.2	-8.2
29: CC(=O)c1ccc(S(=O)(=O)N2CCCC2)cc1
    -2.9	1.5	x	-1.5	-1.9	u	x
30: C[C@@H]1CCCCO[C@H](CN(C)C)[C@H](C)CN([C@@H](C)CO)C(=O)c2cc(NC(=O)Cc3ccccc3)ccc2O1
    0.2	-3.9	0.1	-0.4[16.7 µM]	4.0	-0.2	-0.5

Looked up by structure from above (6):
Second line of a record – Cneo AK release	C2C12 statin	SIRT5 inh	miR122 inh	ARNT-TACC3 inh	esBAF inh	ERp5 block
10: COc1ccc(C(C(=O)NCc2ccc(F)cc2)N(Cc2cccnc2)C(=O)c2snc(C(N)=O)c2N)cc1 (stereo unspecified)
    1.4	-6.1	3.8	-0.8	-1.8	0.1	-8.0
15: O=C(Cn1nnc(-c2ccc(CN3CCOCC3)cc2)n1)N1CCCc2ccccc21
    1.8	0.5	x	3.0	5.5	5.0	x
2: COc1ccc(NC(=O)N(C)C[C@@H]2Oc3ccc(NC(=O)Nc4ccc(F)cc4)cc3CC(=O)N([C@H](C)CO)C[C@@H]2C)cc1
    2.7	-12.8	1.2	-1.7[16.7 µM]	-6.8	1.7	-1.8
18: O=C(/C=C/c1ccc(Cl)cc1)Nc1ccc(CN2CCOCC2)cc1
    x	x	1.0	x	3.5	x	0.2
14: COc1ccc(S(=O)(=O)c2c(N)n(Cc3ccco3)c3nc4ccccc4nc23)cc1
    3.6	x	x	35.0	-21.2	8.7	x
24: NC(=O)c1oc2ccccc2c1NC(=O)c1ccc([N+](=O)[O-])o1
    0.3	21.0	-8.1	-2.9	2.8	-14.2	4.2

Carrying on:
Second line of a record – Cneo AK release	C2C12 statin	SIRT5 inh	miR122 inh	ARNT-TACC3 inh	esBAF inh	ERp5 block
31: COc1cccc(S(=O)(=O)N[C@@H]2CC[C@H](CC(=O)NC3CCC3)O[C@@H]2CO)c1
    40.6	6.9	-0.7	x	6.3	0.3	0.3
32: CC1(C)Cc2c(sc3[nH]c(=S)n(Cc4ccccc4)c(=O)c23)CO1
    1.9	-24.0	0.0	-5.7	30.6	-1.2	u
33: CCCNC(=O)N1[C@H](CN(C)C(C)=O)[C@H](c2ccc(C3=CCCC3)cc2)[C@@H]1CO
    20.4	3.6	9.6	-21.4[16.7 µM]	6.7	3.7	-6.4
34: C[C@H](CO)N1C[C@H](C)[C@@H](CN(C)C)Oc2ncc(C#CCN(C)C)cc2C1=O
    -1.5	-9.5	-3.7	-4.8[16.7 µM]	-9.2	-4.6	-3.1
35: O=C(c1cc2c(ccc3ccccc32)o1)N1CCCCC1
    -15.3	-8.4	2.2	-0.4	-2.0	-19.3	-0.4
36: CC(C)CC#Cc1ccc2c(c1)O[C@H](CN(C)C(=O)c1ccccc1)[C@H](C)CN([C@@H](C)CO)S2(=O)=O
    2.3	1.3	5.7	-24.2[16.7 µM]	0.8	8.9	-1.1
37: O=S(=O)(/N=C(/Nc1cccc2ccccc12)c1ccccc1)c1ccccc1
    -1.1	53.9	-0.4	21.2	-3.3	6.8	-3.6
38: COc1ccc(S(=O)(=O)N(C)CC(=O)NC2CCCC2)cc1OC
    -2.1	x	-1.8	-8.2	-12.4	x	-2.6
39: C[C@@H](C(=O)N1CCN(c2ccccc2)CC1)N1C(=O)C2CC=CCC2C1=O (stereo partly specified)
    1.7	-0.2	-0.1	x	0.8	2.3	1.8
40: Cn1ccnc1Sc1ccc(/C=N/NC(=O)c2ccccc2O)cc1[N+](=O)[O-]
    4.0	-1.2	x	4.3	9.5	35.5	x
41: CC(C)C1=C2CCCCC2NC(=O)N1 (stereo unspecified)
    0.2	-44.7	1.1	23.6	-1.0	-3.2	4.1
42: C[C@H](O)C#Cc1ccc2c(c1)O[C@H](CN(C)Cc1ccc(-c3ccccc3)cc1)[C@@H](C)CN([C@@H](C)CO)S2(=O)=O
    58.8	-78.8	30.3*	-40.0[16.7 µM]	1.3	-35.9	3.7
43: CS(=O)(=O)N(CC(=O)NCCSCc1ccccc1)c1ccccc1Br
    1.2	4.5	-0.6	-4.0	-2.5	-6.6	3.2
44: O=C(Nc1ccc(F)cc1F)N1CCN(c2ncccn2)CC1
    0.0	0.4	-2.4	-0.1	-3.5	5.2	-7.9
45: CC(=O)c1c(OCC(=O)O)ccc2c(C)cc(=O)oc12
    5.2	-2.6	x	-1.4	-4.0	8.1	x
46: C[C@@H]1CN([C@@H](C)CO)C(=O)c2cccc(NC(=O)C3CCOCC3)c2O[C@@H]1CN(C)Cc1ccc2c(c1)OCO2
    1.5	-15.5	x	-0.1[16.7 µM]	x	0.7	7.3
47: CCS(=O)(=O)N1Cc2ccccc2CC1C(=O)Nc1ccc(F)c(F)c1F (stereo unspecified)
    0.0	10.1	1.2	2.2	-0.6	15.5	4.6
48: Cc1noc(C)c1NC(=O)N(C)C[C@@H]1OCCCC[C@H](C)Oc2ccc(NS(=O)(=O)c3ccc(Cl)cc3)cc2C(=O)N([C@@H](C)CO)C[C@@H]1C
    0.7	x	3.3	3.1[16.7 µM]	-11.5	-4.5	-2.5
49: CC(=O)Nc1ccc(N2C(=O)C3C4CC(=O)C(c5ccccc54)C3C2=O)cc1 (stereo unspecified)
    -0.3	11.1	x	-1.3	3.5	-14.7	x
50: O=C(CN1CCNCC1)Nc1ccc(Oc2ccccc2)cc1
    0.6	-15.9	x	3.9	-5.2	-4.5	x
51: C[C@H]1CN([C@@H](C)CO)S(=O)(=O)c2ccc(-c3cccnc3)cc2O[C@@H]1CN(C)C
    0.2	6.0	-4.6	-1.4[16.7 µM]	8.8	4.1	-3.8
52: O=S(=O)(Nc1ccon1)c1ccc(Br)s1
    2.2	-7.8	2.9	2.5	-1.0	2.4	-2.4
53: CCOC1=C2[C@@H](CN(S(=O)(=O)c3ccc(C)cc3)[C@H]2c2cccc3ccccc23)[C@H]2C(=O)N(CC)C(=O)[C@H]2C1
    18.6	-2.0	-1.8	39.2	x	1.5	9.6
54: COc1ccccc1NC(=S)NC1CCCCCCCCCCC1
    1.4	7.1	x	2.1	-1.8	-8.6	-0.1
55: Cc1ccc(-n2nc(C)cc2NC(=O)c2ccc(C)s2)cc1
    0.6	11.2	x	4.9	-1.4	-7.4	x
56: O=[N+]([O-])c1ccccc1S(=O)(=O)N1CCCC(C(F)(F)F)C1 (stereo unspecified)
    -1.4	3.3	-1.2	1.5	6.4	6.4	-0.1
57: CC1CC(C)CN(C(=O)CCNC(=O)Cn2cnc3ccccc3c2=O)C1 (stereo unspecified)
    -1.8	9.3	-1.3	2.1	-13.7	-6.6	-1.0
58: C[C@@H]1CN([C@H](C)CO)S(=O)(=O)c2ccc(-c3ccncc3)cc2O[C@@H]1CN(C)C(=O)C1CCCCC1
    x	-24.1	x	1.3[16.7 µM]	x	6.1	x
